Bioassay records (PubChem)
EPAC1 agonist: activates human EPAC1 exchange factor. EPAC1 agonist qHTS, biochemical assay; response scale: 100% = response to 6.5 mM cAMP. Potency, µM (top dose mostly 154 µM), inactives show at the highest dose activation, hits mostly activators. 360,000 tested, 0.073% active. AID 720707; also: potency is read from the fitted curve at half-maximal effect; nearly all actives have a fitted effect of over 60% in size
Target sequence (O95398 whole entry, looked up): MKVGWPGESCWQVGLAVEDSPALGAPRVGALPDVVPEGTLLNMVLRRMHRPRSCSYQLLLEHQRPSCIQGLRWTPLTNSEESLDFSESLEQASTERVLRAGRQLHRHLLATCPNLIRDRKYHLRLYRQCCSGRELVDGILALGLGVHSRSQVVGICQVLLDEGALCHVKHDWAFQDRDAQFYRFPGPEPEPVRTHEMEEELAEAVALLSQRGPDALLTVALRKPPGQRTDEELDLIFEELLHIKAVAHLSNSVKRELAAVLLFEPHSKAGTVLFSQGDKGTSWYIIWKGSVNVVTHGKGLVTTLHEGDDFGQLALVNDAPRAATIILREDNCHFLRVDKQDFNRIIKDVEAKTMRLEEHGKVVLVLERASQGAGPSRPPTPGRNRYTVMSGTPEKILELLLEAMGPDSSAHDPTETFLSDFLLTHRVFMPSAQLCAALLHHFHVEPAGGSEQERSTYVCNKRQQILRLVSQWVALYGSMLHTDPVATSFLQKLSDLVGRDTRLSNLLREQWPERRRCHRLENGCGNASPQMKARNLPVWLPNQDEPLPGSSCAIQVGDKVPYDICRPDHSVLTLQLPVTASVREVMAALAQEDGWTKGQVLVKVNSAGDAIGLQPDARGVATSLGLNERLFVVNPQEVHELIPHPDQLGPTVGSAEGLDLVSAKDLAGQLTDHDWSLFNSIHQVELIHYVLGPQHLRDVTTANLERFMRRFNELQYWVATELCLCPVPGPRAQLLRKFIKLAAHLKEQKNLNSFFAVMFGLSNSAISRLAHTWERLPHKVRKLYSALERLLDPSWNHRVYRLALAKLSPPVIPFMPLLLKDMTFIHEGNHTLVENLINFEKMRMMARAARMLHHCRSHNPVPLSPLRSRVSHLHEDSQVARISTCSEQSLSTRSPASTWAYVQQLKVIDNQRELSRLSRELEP
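Read-out is the fluorescence drop as BODIPY-GDP leaves Rap1B (480 nm excitation, 540 nm emission), recorded every 5 minutes over 30 minutes. Reactions held 100 nM EPAC1, 250 nM Rap1B–BODIPY-GDP and 50 uM GDP, with 6.5 mM cAMP setting full activation.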
aSyn rescue: rescues yeast growth from alpha-synuclein toxicity; Potency, µM (highest dose often 46.1 µM), without a hit: top-dose growth rescue (activation), most hits filed as activators; Yeast expressing alpha-synuclein, growth rescue, BacTiter-Glo, 24 h; 370,000 tested, 0.14% active; also: potency is read from the fitted curve at half-maximal effect; % of control where 0% means no effect; nearly all actives have a fitted effect of over 65% in size
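Galactose-induced alpha-syn yeast (OD600=0.02, raffinose-pregrown) + pinned cpd, 24 hr, 30 deg C; growth by BacTiter-Glo luminescence. Growth restoration scores as activation.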
Abeta yeast res: compounds reversing amyloid beta toxicity in yeast; yeast expressing A-beta42, growth rescue, OD600, 48 h; response scale: 0% DMSO, 100% iron-clioquinol control; 410,000 tested, 0.063% active; Potency, µM (top dose mostly 46.1 µM), for the others: at the top dose growth rescue, actives largely listed as activators; also: potency is read from the fitted curve at half-maximal effect; nearly all actives have a fitted effect of over 55% in size
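Growth rescue measured by 600 nm absorbance after 48 h yeast culture at 30 C with compound. Values normalized between DMSO and an equimolar ferric chloride plus clioquinol control.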
PI5P4K alpha inh: PI5P4K alpha (human) kinase inhibition. P48426. PI5P4Kalpha enzyme, ADP-Glo luminescence, 60 min; active compounds read low. max response, %. 330,000 tested, 1.2% active; active = max response of -50% or lower; inconclusive = between -30% and -50%; inactive = -30% or higher; also: value at the top dose of about 77 µM; % is scaled to controls: 0 for no effect and ±100 for the full control effect
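Enzyme plus substrate dispensed, test compounds pinned in, then ATP (5 microM final) added. After 60 min at RT, ADP-Glo reagent 1 for 45 min and reagent 2 for 30 min preceded luminescence imaging.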
FUS yeast rescue: suppressors of FUS proteinopathy in yeast. 390,000 tested, 0.24% active. Potency, µM (titrated, usually from 76.6 µM), for inactives: at the top dose growth rescue (activation), most hits filed as activators. S. cerevisiae FUS-expressing, growth rescue, OD600, 24 h;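 also: potency is read from the fitted curve at half-maximal effect; plate controls were DMSO vehicle for no effect and reference control for full effect; nearly all actives have a fitted effect of over 55% in size; some results filed as inactive show a strong effect at the top dose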
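Compound concentration series was pinned onto galactose-induced FUS-expressing yeast seeded at OD 0.005. Plates sat 24hr at 30C; absorbance at 600 nm gave growth. DMSO served as background control.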
WRN helicase inh: inhibitors of human WRN helicase; Q14191; AID 651768; 360,000 tested, 0.46% active; Potency, µM (highest dose often 114 µM), inactives show at the highest dose activity change, negative = inhibition, actives largely listed as inhibitors; WRN helicase unwinding, fluorescent forked duplex, kinetic; also: potency is read from the fitted curve at half-maximal effect; % is scaled to controls: 0 for no effect and ±100 for the full control effect; nearly all actives have a fitted effect of over 55% in size
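WRN at 20 nM final preincubated with compound 15 min at room temperature; reaction started with 100 nM fluorophore/quencher forked duplex oligonucleotide and 2 mM ATP final. Unwinding followed kinetically by red fluorescence (ex 525, em 598 nm).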
EPAC1 antag: blocks human EPAC1 exchange factor | O95398 | EPAC1 GEF assay, Rap1b-BODIPY-GDP exchange fluorescence | 360,000 tested, 0.14% active | Potency, µM (highest dose often 115 µM), for the others: at the top dose activity change, negative = inhibition, most hits filed as inhibitors;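 also: potency is read from the fitted curve at half-maximal effect; plate controls were vehicle for no effect and positive control for full effect; nearly all actives have a fitted effect of over 50% in size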
IL-2 act: IL-2 activation | IL-2 activation reporter assay, cell-based qHTS; stimulated with anti-CD3/CD4/CD28 beads; in transgenic mouse T cells | activation, % (series mostly up to about 46 µM) | 360,000 tested, 0.065% active | AID 652025; in the data active = activation above about 50%; inconclusive = mostly about 30% to 49%; also: 0% is about no effect
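Readout: EGFP and DsRed signals by fluorescent plate cytometry. Unstimulated transgenic mouse T cells received compound 60 min before antibody-bead stimulation, then incubated 18 h at 37 degrees C.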
PLK1 PBD inh: blocks phosphopeptide binding to human PLK1 polo-box domain; P53350; Plk1 PBD binding of FITC phosphopeptide, fluorescence polarization; Potency, µM, for the others: max response, negative = inhibition, actives largely listed as inhibitors; 360,000 tested, 2.8% active; AID 720504; also: potency is read from the fitted curve at half-maximal effect; series mostly up to about 57 µM; % is scaled to controls: 0 for no effect and ±100 for the full control effect; nearly all actives have a fitted effect of over 65% in size
An asterisk follows results filed as active; & = joins results of further samples; [ ] = another dose, or the depositor's remark. Unless noted, calls follow the shape of the dose curve; as a rule, active = well fitted curve in the direction sought with a large enough effect; inconclusive = small, poorly fitted or top-dose-only effect, or another doubt; inactive = no such curve, though single readings can be large; an effect the other way counts as inactive or inconclusive. The order is random; 4.1% or so of the library scored in one or more.

How did Cc1ccc(CNS(=O)(=O)c2c(C(=O)N3CCCCC3)c(C)n(C)c2C)cc1 do in these assays?
EPAC1 agonist: 18%; aSyn rescue: -1%; Abeta yeast res: 1%; PI5P4K alpha inh: -2; FUS yeast rescue: 11%; WRN helicase inh: 1%; EPAC1 antag: -18%; IL-2 act: -2.3; PLK1 PBD inh: -4%

How did COCCCn1c(SCc2cccc(OC)c2)nc2cc(OC)c(OC)cc2c1=N do in these assays?
EPAC1 agonist: 1%; aSyn rescue: -3%; Abeta yeast res: -16%; FUS yeast rescue: 38%; WRN helicase inh: -8%; EPAC1 antag: inconclusive; IL-2 act: 0.0; PLK1 PBD inh: -3%

Results for O=C(COC(=O)CCS(=O)(=O)c1ccc(Cl)cc1)Nc1ncc(Cl)cc1Cl ?
EPAC1 agonist: 2%; aSyn rescue: 6%; Abeta yeast res: 13%; PI5P4K alpha inh: 1; FUS yeast rescue: 21%; WRN helicase inh: -6%; EPAC1 antag: -5%; IL-2 act: 0.3; PLK1 PBD inh: -13%

What do the screens show for `O=C(NCc1ccccc1)c1cc(C2CCCCN2S(=O)(=O)c2ccccc2)on1` (configuration not stated)?
EPAC1 agonist: -5%; aSyn rescue: 3%; Abeta yeast res: 21%; PI5P4K alpha inh: 0; FUS yeast rescue: 24%; WRN helicase inh: -3%; EPAC1 antag: -10%; IL-2 act: -0.7; PLK1 PBD inh: -1%

How did C[C@H]1CN([C@@H](C)CO)C(=O)c2cc(C#CC3(O)CCCC3)cnc2O[C@H]1CN(C)C(=O)C1CC1 do in these assays?
EPAC1 agonist: 8%; aSyn rescue: 2%; Abeta yeast res: 1%; PI5P4K alpha inh: 7; FUS yeast rescue: -17%; WRN helicase inh: -6%; EPAC1 antag: -1%; IL-2 act: 0.0; PLK1 PBD inh: -12%

How did c1ccc2c(-c3nnc4n3CCCCC4)c[nH]c2c1 do in these assays?
EPAC1 agonist: -3%; aSyn rescue: 2%; Abeta yeast res: 18%; FUS yeast rescue: 18%; WRN helicase inh: 1%; EPAC1 antag: 8%; IL-2 act: -1.7; PLK1 PBD inh: 1%

How did Cc1cc(Br)ccc1OCCCCN1CCCCC1 do in these assays?
EPAC1 agonist: 7%; aSyn rescue: 28%; Abeta yeast res: -11%; PI5P4K alpha inh: 1; FUS yeast rescue: 5%; WRN helicase inh: -11%[57.1 µM]; EPAC1 antag: -13%; IL-2 act: -4.8; PLK1 PBD inh: -2%

How did CN1CCN(CC(=O)N2CCn3c4c(c5cc(C6CCCCC6)ccc53)CCCC42)CC1 (configuration not stated) do in these assays?
EPAC1 agonist: -9%; aSyn rescue: -42%[inhibitor]; Abeta yeast res: -93%[inhibitor]; PI5P4K alpha inh: -26; WRN helicase inh: -12%; EPAC1 antag: -20%; IL-2 act: -0.7; PLK1 PBD inh: -4%

Results for COc1ccc(-n2c(COc3ccc(Cl)cc3Cl)n[nH]c2=S)cc1 ?
EPAC1 agonist: -24%; aSyn rescue: 4%; Abeta yeast res: 1%; PI5P4K alpha inh: -4; FUS yeast rescue: -22%; WRN helicase inh: 2%; EPAC1 antag: 8%; IL-2 act: 0.3; PLK1 PBD inh: -5%

How did CCCS(=O)(=O)N1CCN=C1SCc1cccc(F)c1 do in these assays?
EPAC1 agonist: 4%; aSyn rescue: inconclusive; Abeta yeast res: 9%; PI5P4K alpha inh: 4; FUS yeast rescue: -2%; WRN helicase inh: 1%; EPAC1 antag: -2%; IL-2 act: 1.2; PLK1 PBD inh: -10%

Results for CS(=O)(=O)c1ccc(Cl)c(NC(=O)CCl)c1 ?
EPAC1 agonist: 14%; aSyn rescue: -2%; Abeta yeast res: -21%; PI5P4K alpha inh: 2; FUS yeast rescue: -10%; WRN helicase inh: 14%; EPAC1 antag: -27%; IL-2 act: -2.7; PLK1 PBD inh: -14%

Results for CNC(=O)c1ccc(C)c(NC(=O)C2=C(C)OCCS2)c1 ?
EPAC1 agonist: 1%; aSyn rescue: -4%; Abeta yeast res: 7%; PI5P4K alpha inh: 7; FUS yeast rescue: -29%; WRN helicase inh: -2%; EPAC1 antag: 4%; IL-2 act: -1.0; PLK1 PBD inh: 1%

What do the screens show for `O=C(NCc1cccnc1)c1cc(C2CCCCN2C(=O)c2ccccc2)on1` (configuration not stated)?
EPAC1 agonist: 8%; aSyn rescue: 0%; Abeta yeast res: -17%; PI5P4K alpha inh: -3; FUS yeast rescue: -12%; WRN helicase inh: -10%; EPAC1 antag: -4%; IL-2 act: -0.2; PLK1 PBD inh: -4%

What do the screens show for `O=C(O)c1cccnc1Sc1ccccc1Cl`?
EPAC1 agonist: 11%; aSyn rescue: 0%; Abeta yeast res: -6%; PI5P4K alpha inh: -17; FUS yeast rescue: 26%; WRN helicase inh: -3%; EPAC1 antag: 8%; IL-2 act: -0.3; PLK1 PBD inh: -1%

Results for CCCCn1c(SCC(=O)Nc2cc(C)on2)nc2ccccc2c1=O ?
EPAC1 agonist: 4%; aSyn rescue: 0%; Abeta yeast res: -4%; FUS yeast rescue: -5%; WRN helicase inh: -2%; EPAC1 antag: 1%; IL-2 act: -1.4; PLK1 PBD inh: -9%

Results for CC(C)(C)c1ccc(OCC(=O)NNC(=O)C2CCCO2)cc1 (configuration not stated) ?
EPAC1 agonist: 0%; aSyn rescue: 5%; Abeta yeast res: 1%; PI5P4K alpha inh: 2; FUS yeast rescue: -8%; WRN helicase inh: 6%; EPAC1 antag: 26%; IL-2 act: 1.2; PLK1 PBD inh: 1%

How did CN1CCN(c2cc(N3CCN(C(=O)c4ccco4)CC3)c3c4c(onc24)-c2ccccc2C3=O)CC1 do in these assays?
EPAC1 agonist: 8%; aSyn rescue: -21%; Abeta yeast res: -17%; PI5P4K alpha inh: -17; FUS yeast rescue: 35%; WRN helicase inh: inconclusive; EPAC1 antag: inconclusive; IL-2 act: 0.3; PLK1 PBD inh: 27%

How did O=C(Nc1nnc(S(=O)(=O)N2CCCCC2)s1)c1ccccc1Br do in these assays?
EPAC1 agonist: 3%; aSyn rescue: -6%; Abeta yeast res: -8%&3%; PI5P4K alpha inh: -13; FUS yeast rescue: -12%&-12%; WRN helicase inh: -11%; EPAC1 antag: -6%; IL-2 act: 1.9; PLK1 PBD inh: -8%

What do the screens show for `Cn1c(N=Nc2ccccc2)nc2ccccc21`?
EPAC1 agonist: 1%; aSyn rescue: -50%[inhibitor]; Abeta yeast res: -88%[inhibitor]; PI5P4K alpha inh: -74*; WRN helicase inh: -12%; EPAC1 antag: -2%; IL-2 act: -0.2; PLK1 PBD inh: 6%

Results for O=C(CSc1ccc(-c2cccnc2)nn1)Nc1ccc(F)c(F)c1 ?
EPAC1 agonist: 1%; aSyn rescue: 1%; Abeta yeast res: 1%; PI5P4K alpha inh: -3; FUS yeast rescue: 19%; WRN helicase inh: -35%; EPAC1 antag: 10%; IL-2 act: -3.4; PLK1 PBD inh: -2%

Some of these compounds in order of molar mass, smallest number first.
What do the screens show for `O=C(NCc1cccnc1)c1cc(C2CCCCN2C(=O)c2ccccc2)on1` (configuration not stated)?
EPAC1 agonist: 8%; aSyn rescue: 0%; Abeta yeast res: -17%; PI5P4K alpha inh: -3; FUS yeast rescue: -12%; WRN helicase inh: -10%; EPAC1 antag: -4%; IL-2 act: -0.2; PLK1 PBD inh: -4%

How did O=C(Nc1nnc(S(=O)(=O)N2CCCCC2)s1)c1ccccc1Br do in these assays?
EPAC1 agonist: 3%; aSyn rescue: -6%; Abeta yeast res: -8%&3%; PI5P4K alpha inh: -13; FUS yeast rescue: -12%&-12%; WRN helicase inh: -11%; EPAC1 antag: -6%; IL-2 act: 1.9; PLK1 PBD inh: -8%

How did CN1CCN(c2cc(N3CCN(C(=O)c4ccco4)CC3)c3c4c(onc24)-c2ccccc2C3=O)CC1 do in these assays?
EPAC1 agonist: 8%; aSyn rescue: -21%; Abeta yeast res: -17%; PI5P4K alpha inh: -17; FUS yeast rescue: 35%; WRN helicase inh: inconclusive; EPAC1 antag: inconclusive; IL-2 act: 0.3; PLK1 PBD inh: 27%

Later entries
What do the screens show for `CCCCN(CC(=O)NCc1ccc(Cl)cc1)S(=O)(=O)c1ccc2c(c1)OCCO2`?
EPAC1 agonist: -19%; aSyn rescue: 11%; Abeta yeast res: 0%; PI5P4K alpha inh: 4; WRN helicase inh: 5%; EPAC1 antag: 5%; IL-2 act: 0.2; PLK1 PBD inh: -2%

Results for O=C(Cn1cnc2cc([N+](=O)[O-])ccc2c1=O)Nc1ccccc1Cl ?
EPAC1 agonist: -8%; aSyn rescue: 0%; Abeta yeast res: 6%; PI5P4K alpha inh: -8; FUS yeast rescue: -6%; WRN helicase inh: -3%; EPAC1 antag: -12%; IL-2 act: -1.0; PLK1 PBD inh: 3%

How did COc1ccc(-c2csc(Nc3cccc(C)n3)n2)cc1C do in these assays?
EPAC1 agonist: 10%; aSyn rescue: -43%[inhibitor]; Abeta yeast res: -1%; PI5P4K alpha inh: 21; FUS yeast rescue: 32%; WRN helicase inh: -7%; EPAC1 antag: -1%; IL-2 act: -0.1; PLK1 PBD inh: -12%

How did COc1ccc2c(c1)CCc1c(C(=O)N3CCOCC3)noc1-2 do in these assays?
EPAC1 agonist: 3%; aSyn rescue: -15%; Abeta yeast res: -12%; FUS yeast rescue: 6%; WRN helicase inh: -3%; EPAC1 antag: 5%; IL-2 act: -1.6; PLK1 PBD inh: -6%

How did Cc1cccc(NC(=S)NC2CCCCCC2)c1C do in these assays?
EPAC1 agonist: 7%; aSyn rescue: 1%; Abeta yeast res: 0%; PI5P4K alpha inh: 8; WRN helicase inh: -3%; EPAC1 antag: -6%; IL-2 act: -0.1; PLK1 PBD inh: -14%

Results for CN1C(=O)/C(=C/c2ccc(OC(=O)c3ccco3)cc2)SC1=S ?
EPAC1 agonist: 5%; aSyn rescue: 2%; Abeta yeast res: -16%; PI5P4K alpha inh: -8; FUS yeast rescue: -17%; WRN helicase inh: 9%; EPAC1 antag: 11%; IL-2 act: 56*; PLK1 PBD inh: 11%
